PLCg1 inh: inhibitors of human phospholipase C gamma1; purified PLC-gamma1, fluorogenic substrate, fluorescence; inhibition, % at 12.2 µM; actives 0.84% (n = 370,000); in the data active = inhibition above about 9.5%
ARFGAP1 inh: inhibitors of rat ARFGAP1; Q62848; inhibition, % at 16.5 µM; actives 0.26% (n = 360,000); AID 651572; Arfgap1-stimulated ARF1 GTP hydrolysis, GDP FP detection;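 active = inhibition above a per-plate limit, mean inhibition of low control wells plus 3 SD, cut at about 25% in these data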;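 also: 0% = DMSO wells with enzyme and 100% = wells lacking Arfgap1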
Target sequence (Q62848 1-136 limits assumed): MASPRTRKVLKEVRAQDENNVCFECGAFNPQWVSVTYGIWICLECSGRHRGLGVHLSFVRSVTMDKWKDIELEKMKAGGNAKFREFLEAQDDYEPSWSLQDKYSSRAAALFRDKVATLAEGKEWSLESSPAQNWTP
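Material – truncated rat Arfgap1 GAP domain · Buffer or medium – HEPES-based buffer, pH 7.5 · Reagent – human ARF1(Δ1-17)-GTP substrate · Dosing – 16.5 µM single point, 1.26% DMSO · Schedule – GTP hydrolysis reaction 2 h at 25 °C · Technique – GDP detection by fluorescence polarization · Benchmarks – No-Arfgap1 wells (100%) versus DMSO full-reaction wells (0%) · Repeats – single replicate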
SIAE inh: blocks human sialic acid acetylesterase; Q9HAT2; SIAE FP-Rh probe binding, fluorescence polarization; inhibition, % at 9.66 µM; actives 0.69% (n = 370,000); AID 1053197;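 active = inhibition above a cutoff: mean of compounds within the control limits plus 3 SD of those, cut at about 17% in these data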;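 also: 0% = plate median of compound wells and 100% = probe without SIAE protein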
Target sequence (Q9HAT2 whole entry, looked up): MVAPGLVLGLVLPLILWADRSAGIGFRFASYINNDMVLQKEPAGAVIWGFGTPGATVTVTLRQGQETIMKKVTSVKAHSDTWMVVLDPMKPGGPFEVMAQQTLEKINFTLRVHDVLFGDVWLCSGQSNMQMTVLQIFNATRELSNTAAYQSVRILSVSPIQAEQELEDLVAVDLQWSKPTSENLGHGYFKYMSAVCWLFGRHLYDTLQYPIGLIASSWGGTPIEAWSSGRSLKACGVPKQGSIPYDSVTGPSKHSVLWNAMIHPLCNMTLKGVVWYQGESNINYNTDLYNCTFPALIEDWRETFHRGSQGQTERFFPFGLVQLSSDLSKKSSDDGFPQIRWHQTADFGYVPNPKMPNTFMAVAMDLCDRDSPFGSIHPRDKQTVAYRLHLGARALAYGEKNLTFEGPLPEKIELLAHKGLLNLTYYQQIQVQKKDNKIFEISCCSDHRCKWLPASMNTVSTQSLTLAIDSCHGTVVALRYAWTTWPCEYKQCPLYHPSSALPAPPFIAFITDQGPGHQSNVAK
ASAP1 GAP inh: inhibitors of human ASAP1 ArfGAP activity | inhibition, % at 16.5 µM | actives 0.19% (n = 360,000) | ASAP1-stimulated ARF1 GTP hydrolysis, GDP FP detection | AID 624377 | Q9ULH1; in the data active = inhibition above about 25%;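 also: 0% = vehicle with enzyme and substrate and 100% = no enzyme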
PLCb3 inh: PLC-beta3 (human) inhibition, primary screen; inhibition, % at 12.2 µM; AID 720704; actives 0.18% (n = 370,000); Q01970; Purified PLC-beta3, fluorogenic substrate, fluorescence; in the data active = inhibition above about 11%;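 also: 0% = median of compound wells on plate and 100% = full blocker control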
ADAM10 inh: ADAM10 inhibition, QFRET primary screen. O14672. recombinant ADAM10, EDANS/DABCYL FRET peptide cleavage, 3 h. inhibition, % at 7 µM. actives 0.62% (n = 370,000). AID 720582;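 active = inhibition above a per-campaign cutoff equal to the mean of compounds falling between control-based bounds plus 3 SD, cut at about 20% in these data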;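 also: 0% = DMSO wells while the 100% control is not disclosed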
DDE Tn7 FP inh: DD(E)-Tn7 binding inhibition, primary FP screen; actives 0.13% (n = 370,000); P02675; inhibition, % at 8.3 µM; FP displacement of FITC-Tn7 peptide from fibrin DD(E); 0% = median of compound wells per plate;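 active = inhibition above the mean of compounds falling within the control limits plus 3 SD of them, cut at about 14% in these data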;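 also: 0% = plate median of compound wells and 100% = 10 µM Aha-Tn7 peptide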
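Assay system: Human clot-derived fibrin DD(E) complex | Buffer or medium: Tris/NaCl/CaCl2 buffer, pH 7.8 | Repeats: One replicate per compound | Benchmarks: Aha-Tn7 high control | Measure: % inhibition scaled between sample-field median and high-control FP | Schedule: 10 min plus 3 h, room temperature | Signal: Fluorescence polarization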
ADAM17 inh: inhibits human ADAM17. P78536. recombinant ADAM17, EDANS/DABCYL FRET peptide cleavage. inhibition, % at 6.95 µM. actives 0.83% (n = 370,000);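 active = inhibition above the mean of compounds lying between control limits plus 3 SD, set per campaign, cut at about 8.5% in these data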;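 also: 0% = DMSO-only wells as the low control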
DDE Tn6 FP inh: DD(E)-Tn6 binding inhibition, primary FP screen. P02675. inhibition, % at 8.3 µM. actives 0.21% (n = 370,000). Fibrin DD(E) TRITC-Tn6 fluorescence polarization displacement;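 active = inhibition above a per-campaign cutoff: mean of compounds within control limits plus 3 SD, cut at about 15% in these data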;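 also: 0% = median of all compound wells on the plate and 100% = blocking peptide control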
TDP2 inh: TDP2 (human) inhibition, absorbance primary screen. recombinant TDP2, T5PNP hydrolysis, p-nitrophenol absorbance 415 nm. inhibition, % at 12.8 µM. actives 0.34% (n = 370,000);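 active = inhibition above the mean of all tested compounds plus 3 SD, set per campaign, cut at about 25% in these data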;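 also: 0% = DMSO with enzyme and 100% = buffer with substrate but no TDP2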
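Evaluation: % inhibition relative to enzyme-containing and enzyme-free wells. Material: recombinant human TDP2. Benchmarks: enzyme-free and DMSO wells. Timing: enzyme reaction with compound for 2 h at 37 °C. Compound dosing: 12.8 µM only. Measured by: p-Nitrophenol epi absorbance. Reagent: T5PNP substrate at 5 mM, a TopII-DNA adduct mimic. Replication: single well per compound.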
* hit, by the source's call; . = not tested or not shown.

PLCg1 inh	ARFGAP1 inh	SIAE inh	ASAP1 GAP inh	Molecule	PLCb3 inh	ADAM10 inh	DDE Tn7 FP inh	ADAM17 inh	DDE Tn6 FP inh	TDP2 inh
6	5	4	2	O=C(CCNC(=O)c1ccccc1Cl)Nc1ccc(Br)c(C(F)(F)F)c1	1	7	6	2	-2	0
1	1	-3	3	COC(=O)c1nc(-c2ccccc2)nc(-c2ccccc2)c1C(=O)OC	-6	-2	0	0	-2	-13
2	5	-5	-4	O=C(c1ccccc1)n1c(=S)nc2ccccn21	4	1	-2	0	1	-4
-3	-1	-1	-7	CCOc1ccc(S(=O)(=O)NCCC(=O)NC2CCN(Cc3ccccc3)CC2)cc1	-6	-3	-4	-1	3	2
8	-3	-9	-2	COc1ccc(C(=O)Nc2ccc(S(=O)(=O)Nc3cc(C)nc(C)n3)cc2)c(OC)c1	1	1	-2	7	1	-11
0	8	-32	-3	Nn1c(SCc2cc([N+](=O)[O-])cc3c2OCOC3)nnc1-c1ccccn1	-5	-3	0	-6	-6	1
1	8	-7	13	Cc1nc2ccc(NC(=O)c3ccc(Br)o3)cc2s1	-8	-5	-4	-3	-5	-7
5	7	-8	7	Cc1ccc(C(=O)NCCc2nnc3ccc(NCc4ccc5c(c4)OCO5)nn23)cc1	-3	-5	-2	3	1	-4
2	-4	1	3	CCNC(=O)C1CCCN(C(=O)c2ccc(OC(F)F)cc2)CC1 (stereo not given)	-1	6	9	2	5	6
0	-13	4	-13	COC(=O)c1ccccc1NC(=S)N1CCN(C2CCCCC2)CC1	-7	4	9	1	6	-2
-173	5	17*	9	CNC(=O)c1c(NC(=O)c2ccc(S(=O)(=O)N3CCCCC3C)cc2)sc2c1CCN(C)C2 (stereo not given)	-267	-3	-7	2	-11	12
0	.	6	.	COc1ccc(CC(=O)N2CCN(C(=O)c3ccc4nc(C)n(C5CCCC5)c4c3)CC2)cc1	1	-4	0	-4	1	3

Grouped by structure, the compounds so far with fluorine.
PLCg1 inh	ARFGAP1 inh	SIAE inh	ASAP1 GAP inh	Molecule	PLCb3 inh	ADAM10 inh	DDE Tn7 FP inh	ADAM17 inh	DDE Tn6 FP inh	TDP2 inh
6	5	4	2	O=C(CCNC(=O)c1ccccc1Cl)Nc1ccc(Br)c(C(F)(F)F)c1	1	7	6	2	-2	0
2	-4	1	3	CCNC(=O)C1CCCN(C(=O)c2ccc(OC(F)F)cc2)CC1 (stereo not given)	-1	6	9	2	5	6

Of the compounds above, 3 have a halogen.
PLCg1 inh	ARFGAP1 inh	SIAE inh	ASAP1 GAP inh	Molecule	PLCb3 inh	ADAM10 inh	DDE Tn7 FP inh	ADAM17 inh	DDE Tn6 FP inh	TDP2 inh
6	5	4	2	O=C(CCNC(=O)c1ccccc1Cl)Nc1ccc(Br)c(C(F)(F)F)c1	1	7	6	2	-2	0
1	8	-7	13	Cc1nc2ccc(NC(=O)c3ccc(Br)o3)cc2s1	-8	-5	-4	-3	-5	-7
2	-4	1	3	CCNC(=O)C1CCCN(C(=O)c2ccc(OC(F)F)cc2)CC1 (stereo not given)	-1	6	9	2	5	6

Some values from the results shown:
O=C(CCNC(=O)c1ccccc1Cl)Nc1ccc(Br)c(C(F)(F)F)c1 | ADAM17 inh: 2
CCNC(=O)C1CCCN(C(=O)c2ccc(OC(F)F)cc2)CC1 (stereo not given) | PLCb3 inh: -1

Next entries.
PLCg1 inh	ARFGAP1 inh	SIAE inh	ASAP1 GAP inh	Molecule	PLCb3 inh	ADAM10 inh	DDE Tn7 FP inh	ADAM17 inh	DDE Tn6 FP inh	TDP2 inh
-1	11	11	10	O=C(Cn1nnc(-c2ccccc2)n1)NC1CCS(=O)(=O)C1 (stereo not given)	-2	-1	-6	-3	1	4
-1	-10	5	5	O=C(COc1ccccc1[N+](=O)[O-])OCC(=O)N1CCC(Cc2ccccc2)CC1	0	0	-3	3	-3	13
1	8	-6	7	Cc1cccc(C(=O)NC2CCN(C(=O)NCc3ccccc3)CC2)c1	2	-6	4	-1	-6	2
-2	-10	2	-7	O=C(O)CCN(CCC(=O)O)S(=O)(=O)c1ccccc1	-2	1	0	-4	-1	7
8	6	-3	-1	Cc1ccc(SCCNC(=O)c2ccccc2C)cc1	4	4	-8	2	10	-6
2	-20	2	-1	Cc1nc2ncnn2c(C)c1CCC(=O)N1CCN(Cc2ccccc2)CC1	0	-8	3	2	5	-2
3	10	-4	-5	Cc1cccc(C)c1NC(=O)CS(=O)CC(=O)NCCCc1ccccc1 (stereo not given)	5	2	-8	2	-2	-14
1	12	0	10	O=C(CN1CCN(Cc2ccccc2)CC1)N1CCCCCC1	-8	-10	-5	0	-4	-4
5	-9	-8	12	Cc1cc(C(=O)N2CCCC(CO)(Cc3ccc(F)cc3)C2)c(C)o1 (stereo not given)	-5	-7	-4	-3	-6	1
1	-3	1	13	O=C(NCCCN1CCOCC1)C1CCN(S(=O)(=O)c2cccc(Cl)c2Cl)CC1	-5	-2	-2	-1	-4	-8
-2	4	1	-8	COc1ccc(C(=O)NCc2ccncc2)cc1OC	0	-3	-4	0	-5	-7

Screening data deposited in PubChem by The Scripps Research Institute Molecular Screening Center.

No enrichment for hits (roughly 3.6% active in at least one column).
